Bioassay records deposited in PubChem BioAssay by Johns Hopkins Ion Channel Center.
CHT inh = inhibitors of human choline transporter CHT | Q9GZV3 | CHT-expressing cells, membrane potential dye, choline response; active compounds read low | B-score at 10 µM | 0.86% of 310,000 active | AID 488975;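 active = B-score over 3 SD under the library average, and starting fluorescence ratio not unusually high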;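 also: choline stimulus applied at its EC90 after an EC20 pre-addition; B-score computed on integrated fluorescence ratio after choline addition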
Target sequence (Q9GZV3 whole entry, looked up): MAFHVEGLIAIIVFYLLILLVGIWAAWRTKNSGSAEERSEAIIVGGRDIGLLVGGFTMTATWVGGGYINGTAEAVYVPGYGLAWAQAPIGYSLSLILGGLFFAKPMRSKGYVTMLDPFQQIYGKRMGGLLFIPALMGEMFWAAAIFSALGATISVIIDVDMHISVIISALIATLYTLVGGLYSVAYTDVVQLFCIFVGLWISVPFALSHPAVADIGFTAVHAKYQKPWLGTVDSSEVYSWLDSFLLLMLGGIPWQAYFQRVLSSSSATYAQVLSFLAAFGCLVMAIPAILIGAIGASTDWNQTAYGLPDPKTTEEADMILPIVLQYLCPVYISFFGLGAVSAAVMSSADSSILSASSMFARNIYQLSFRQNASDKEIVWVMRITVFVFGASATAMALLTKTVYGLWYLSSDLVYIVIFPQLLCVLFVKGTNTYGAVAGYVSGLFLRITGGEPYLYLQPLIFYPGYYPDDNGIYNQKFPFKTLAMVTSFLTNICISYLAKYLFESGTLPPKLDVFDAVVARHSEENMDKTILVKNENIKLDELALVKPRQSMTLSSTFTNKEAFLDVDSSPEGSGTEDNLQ
Kir21 block = inhibitors of mouse Kir2.1 inward-rectifier potassium channel | 0.85% of 310,000 active | B-score at 10 µM | HEK293-Kir2.1, FluxOR thallium flux fluorescence; active compounds read low | P35561 | AID 1672;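 active = fluorescence ratio B-score at or below minus 3 SD of library scores, with starting-brightness B-score within 2 SD, cut at about -4.2 in these data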;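 also: channel flux triggered by added potassium and thallium sulfate stimulus; B-score of peak minus minimum fluorescence over baseline after thallium stimulus; more negative B-score means stronger Kir2.1 block with less thallium influx; some compounds called inactive have numbers as strong as hits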
Target sequence (P35561 whole entry, looked up): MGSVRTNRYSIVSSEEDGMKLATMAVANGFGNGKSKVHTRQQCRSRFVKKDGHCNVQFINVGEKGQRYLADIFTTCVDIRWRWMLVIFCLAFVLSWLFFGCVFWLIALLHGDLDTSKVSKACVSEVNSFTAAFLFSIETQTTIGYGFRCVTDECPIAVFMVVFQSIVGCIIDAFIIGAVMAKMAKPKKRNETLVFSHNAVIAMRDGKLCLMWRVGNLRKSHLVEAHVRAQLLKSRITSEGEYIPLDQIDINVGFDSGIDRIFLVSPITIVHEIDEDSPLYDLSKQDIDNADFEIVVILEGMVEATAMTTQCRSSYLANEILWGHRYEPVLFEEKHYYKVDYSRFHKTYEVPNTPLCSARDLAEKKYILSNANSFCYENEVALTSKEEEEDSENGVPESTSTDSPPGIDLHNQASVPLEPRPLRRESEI
An asterisk follows results filed as active; i = inactive; · = no result given.

CHT inh	Kir21 block	compound
i	-1.3	CCOC(=O)c1csc(CCNC(=O)c2oc3c(Cl)cc(C)cc3c2C)n1
i	2.1	NC(=O)[C@@H]1CCCNc2c(I)cc([N+](=O)[O-])cc2C(=O)N[C@@H](Cc2ccccc2)C(=O)N[C@@H](Cc2cnc[nH]2)C(=O)N1
i	-0.77	CC(=O)Nc1ccc(S(=O)(=O)N2CCCN(S(=O)(=O)c3ccc(C)cc3)CC2)cc1
i	-2.8	COc1cccc(CC2(CO)CCCN(Cc3cn[nH]c3-c3ccc(F)cc3)C2)c1 (stereo not given)
i	-0.96	CC(=O)Nc1ccc(C(=O)NN2C(=O)NC3(CCCCC3)C2=O)cc1
i	0.01	O=C(N/N=C/c1coc2ccccc2c1=O)c1cc(Br)c(O)c(Br)c1
i	-1.2	O=C(c1cc(COc2ccc(F)cc2F)on1)N1CCN(C2CCCC2)C(=O)C1
i	0.98	O=C1CC(c2ccccc2)C(C(=O)O)N1 (stereo not given)
i	-1.4	O=C1CC(N2CCOCC2)C(=O)N1c1cccc(Cl)c1 (stereo not given)
i	0.56	COc1ccc(CNC(=O)c2cc3c(s2)CS(=O)C3)cc1 (stereo not given)
i	1	CCCCC(=O)Nc1ccc(NC(=O)c2cccnc2)cn1
i	1.9	CCN(CC(=O)Nc1ccc2c(c1)OCCO2)C(=O)COc1ccc(C)cc1
i	0.17	Cc1ccc(C(=O)O/N=C/c2c(N3CCOCC3)n(C)c3ccccc23)cc1
i	1.7	Cc1ccc(-c2nnc(SCC(N)=O)n2C)cc1
i	-0.57	O=S(=O)(c1ccc(Oc2ccc(Br)cc2F)nc1)N1CCCCC1

Going on with the list.
CHT inh	Kir21 block	compound
i	0.24	c1coc(CN2CCN(C(c3cccs3)c3nnnn3C3CCCC3)CC2)c1 (stereo not given)
i	0.38	CCN(CC)C(=O)C1CCCN(c2ccc([N+](=O)[O-])cc2/C=N/NC(=O)c2ccc([N+](=O)[O-])cc2)C1 (stereo not given)
i	-0.06	CC(Nc1ccccc1CO)C(=O)Nc1cccc(Cl)c1Cl (stereo not given)
i	0.44	CN1/C(=C/c2cccc[n+]2CCO)Sc2ccccc21
i	-0.1	Cc1ccc(-c2nn3c(=O)c(C)nnc3s2)cc1
i	0.28	CCCN(CC(=O)Nc1ccccc1C)C(=O)c1oc2ccc(OCC)cc2c1C
i	-0.76	Cc1nc2c(Cl)cccc2c2c1CC(CBr)O2 (stereo not given)
i	-0.54	CCCC(=O)Nc1ccc(-c2nc3cc(C)ccc3o2)cc1
i	-0.59	CCOC(=O)c1c[nH]c2c(C(=O)c3ccccc3)cc(Cl)cc2c1=O
i	0.63	COc1ccccc1-c1nnc(NC(=O)C2=COCCO2)o1
i	-0.39	COc1cccc(N2CCN(C(=O)c3ccc4nc[nH]c4c3)CC2)c1
i	-0.06	O=C(COC(=O)c1cnccn1)Nc1ncc(Cl)cc1Cl
·	0.43	CCOc1ccc(N(CC(=O)NC2CCCCC2)C(=O)Cn2nnc(-c3ccc(C)o3)n2)cc1
i	-2	Cc1ccc(-c2nc3cc(N)ccc3o2)cc1
i	-0.01	Clc1cc2nc[nH]c2cc1Cl

Next section.
CHT inh	Kir21 block	compound
i	-3.1	COC(=O)c1ccc(/C=N/Nc2nc(C)c(C)s2)cc1
i	0.26	COc1ccc(C(NC(C)=O)c2c(O)ccc3ccccc23)cc1OC (stereo not given)
i	·	C#CCOCCOCCOCCNc1nc(N2CCN(C(=O)[C@H](CCCCN)n3cc([C@@H](N)CO)nn3)CC2)nc(N2CCN(C(=O)[C@H](Cc3cc4ccccc4[nH]3)n3cc([C@@H](N)CO)nn3)CC2)n1
i	0.16	CNC(=O)COC(=O)c1[nH]c(C)c(C(C)=O)c1C
i	-3.3	CCCC[C@@H](CN[C@H](C)CNC)NCC1CCC(C(C)(C)C)CC1 (stereo not given in full)
i	-1.1	COc1ccc(CN2CCCC(C(=O)N3CCCC3)C2)c(OC)c1 (stereo not given)
i	0.27	COc1ccc(NC(=O)CCCC(=O)c2ccccc2)c(OC)c1
i	0.63	COc1ccc(C2=NN(c3ccccc3)C(=O)/C2=C\c2ccc(O)c(OC)c2)cc1
i	-0.8	CC(=O)Nc1ccc(NS(=O)(=O)c2cccc3ccccc23)cc1
i	-0.33	O=C(Nc1ccc([N+](=O)[O-])cn1)c1ccc2c(c1)OCO2
i	-0.2	CC(c1ccc(C(C)(C)C)cc1)S(=O)CC(O)CO (stereo not given)
i	-0.72	Cc1ccc(N2CC(C(=O)Nc3c4c(nn3C(C)(C)C)CS(=O)(=O)C4)CC2=O)cc1 (stereo not given)
i	-0.81	Cc1ccc(NC(=O)NC2CCCCC2)c(C)c1
i	-0.03	O=C1NC(=O)c2cc(NC(=O)C3CCCO3)ccc21 (stereo not given)
i	-0.19	CC1CCN(C(=O)COc2ccc3ccccc3c2Br)CC1

New compounds follow.
CHT inh	Kir21 block	compound
i	2.6	COc1ccnc(Oc2ccc3ccccc3c2)c1C#N
i	-0.67	CCN1C(=O)[C@H]2[C@@H](c3ccc(-c4cccc(Cl)c4)c(OC)c3)N[C@@](CC(C)C)(C(=O)OC)[C@H]2C1=O
i	-1.8	Cc1ccc(Nc2cc(C)c3c(O)cccc3n2)cc1C
i	-0.01	CCOc1ccc(CCNC(=O)C(CCC(N)=O)NC(=O)OCc2ccccc2)cc1OCC (stereo not given)
i	0.61	Cc1cc(C)c(NC(=O)Cn2cnc3c(oc4ccccc43)c2=O)c(C)c1
i	0.68	CC1CN(CCCCOc2ccc(Cl)c3ccccc23)CC(C)O1 (stereo not given)
i	0.6	CCCCc1cc(=O)oc2cc(C)cc(OCC(=O)N3CCC(C(=O)O)CC3)c12
i	-4.1	OCCN1CCN(CC#CCn2c3ccccc3c3ccccc32)CC1
i	-0.01	Cc1n[nH]c(=S)n1/N=C/c1c(O)ccc2ccccc12
-8.4*	-0.67	COc1ccc(-c2csc(NC(=O)c3ccccc3NS(=O)(=O)c3ccc(F)c(F)c3)n2)cc1
i	0.06	CCCOc1ccc(NC(=O)Cc2ccc(S(=O)(=O)N3CCOCC3)s2)cc1OCCC
i	0.96	COCCCNC(=O)CCCN1C(=O)c2cccnc2Sc2ccccc21
i	·	COc1ccc(Cl)c(Cn2c(NCc3ccco3)nc3c2c(=O)n(C)c(=O)n3C)c1
i	-2.3	C#CCNC(=O)[C@H](Cc1ccc(C(=O)c2ccccc2)cc1)NC(=O)OC(C)(C)C
i	0.55	COc1ccc(CNCCCO)cc1OC

Taken from above:
COc1ccc(-c2csc(NC(=O)c3ccccc3NS(=O)(=O)c3ccc(F)c(F)c3)n2)cc1 | Kir21 block = -0.67
Cc1ccc(Nc2cc(C)c3c(O)cccc3n2)cc1C | Kir21 block = -1.8
COc1ccnc(Oc2ccc3ccccc3c2)c1C#N | Kir21 block = 2.6
COc1ccc(CNCCCO)cc1OC | Kir21 block = 0.55

Additional records follow.
CHT inh	Kir21 block	compound
i	-1.1	CC(C)(C)OC(=O)N1CCC(C(=O)N2CCOCC2)CC1
i	-0.99	CCOC(=O)c1sc(N2C(=O)C(O)=C(C(=O)c3ccco3)C2c2ccc([N+](=O)[O-])cc2)nc1C (stereo not given)
i	-0.97	C#Cc1cccc(NC(=O)C2CCN(C(C)=O)CC2)c1
i	1.1	CC1=Nn2c(nnc2-c2cccs2)SC1
i	0.48	COC(=O)C(Cc1ccccc1)NC(=O)CNC(=O)c1sc2ccccc2c1Cl (stereo not given)
i	-0.59	CC(=O)NN1C(=O)/C(=C\c2ccc(C)cc2)SC1=S
i	1.2	O=C(NC(=S)NC1CCS(=O)(=O)C1)c1ccccc1 (stereo not given)
i	1.2	Cc1cc(NC(=O)CCSc2ccccc2)no1
i	1.9	CC1(C)CC(=O)C=C(Nc2ccc(Br)cc2F)C1
i	0.03	CC(C)c1ccc(NC(=O)C2C3C=CC4(CN(Cc5cccnc5)C(=O)C24)O3)cc1 (stereo not given)
i	0.19	COc1ccc(SC[C@H](CC(C)C)N2CCN(CCc3ccccc3)CCC2=O)cc1
i	0.15	O=C(O)c1ccc2cc(-c3ccccc3)[nH]c2c1
i	-0.92	O=C(NCc1cccnc1)c1nc(-c2ccccc2)n(-c2ccccc2)n1
i	1.4	Cc1ccc(CNC(=O)C2CCCN2S(=O)(=O)c2ccc3c(c2)C(C)(C)C(=O)N3C)cc1 (stereo not given)
i	0.37	CCN(CC)CCCCNc1ncc2cc(-c3cc(OC)cc(OC)c3)c(NC(=O)NC(C)(C)C)nc2n1

(cont.)
CHT inh	Kir21 block	compound
i	-0.05	CCOC(=O)c1sc(=NC(=O)c2ccc(S(=O)(=O)N(C)c3ccccc3)cc2)n(C)c1C
i	-0.18	O=C(CSc1nnc(COc2ccc(Cl)cc2)o1)OC1CCCCC1
i	0.11	COc1cccc(CN2CCN(Cc3ccc(C#CC(C)(C)O)s3)CC2CCO)c1 (stereo not given)
i	-1.1	CN1CCN(CC(=O)N(C)c2nc(-c3ccccc3)cs2)CC1
i	0.49	CCOc1ccc(-c2noc(-c3ccncc3)n2)cc1OCC
i	-0.1	NC(=O)c1c(NC(=O)CSc2nnc(-c3ccco3)n2-c2ccccc2)sc2c1CCC2
i	-0.43	CCO[C@H]1OC(C(=O)O)=C[C@@H](c2ccc3c(c2)OCO3)[C@@H]1CCCO
i	2.5	CC(OC(=O)CCCN1C(=O)c2ccccc2C1=O)C(=O)Nc1ncc(Cl)cc1Cl (stereo not given)
i	-1.8	N#CCCN(CCC#N)C(=O)c1ccc(Cl)cc1
i	-0.33	COc1ccccc1N1CCN(C(=O)Cc2ccc(Cl)cc2)CC1
i	-0.24	CCOC(=O)c1c(NC(=O)CN(CC)CC)sc2c1CCN(C(=O)OCC)C2
i	-0.08	Cc1ccccc1OCc1csc(N)n1
i	1.9	Cc1ccc(S(=O)(=O)NCC(=O)N(CC(=O)NCC2CCCO2)C2CCCC2)cc1 (stereo not given)
i	-0.07	COc1ccc(CCCc2nc3ccccc3[nH]2)cc1
i	1.4	Cc1ccc(OCC(=O)Nc2ccc(-c3nnc(-c4ccco4)o3)cc2)cc1

Further compounds
CHT inh	Kir21 block	compound
i	-0.44	O=C(CN1C(=O)/C(=C/c2ccccc2Cl)SC1=S)NC1C=CS(=O)(=O)C1 (stereo not given)
i	0.71	O=C(O)c1ccc2c3c(cccc13)C(=O)N(OS(=O)(=O)c1ccccc1)C2=O
i	2.2	NC(=O)Cc1nc2scc(-c3ccc(Cl)cc3)c2c(=O)[nH]1
i	0.04	COc1ccccc1/C=C/C(=O)Nc1ccc2c(c1)OCCO2
i	0.91	NC(=O)c1ccccc1NC(=O)/C=C/c1cccc(Cl)c1
i	-0.02	Cc1ccccc1C(=O)O/N=C(\N)c1ccccc1
i	2.6	CC1=NCC(C)c2c1[nH]c1ccccc21 (stereo not given)
i	·	CCOC(=O)CNc1nc(-c2ccncc2)nc2ccccc12
i	0.08	Cc1cccc(NC(=O)CN(C)S(=O)(=O)c2cccc3nsnc23)c1C
i	-1.1	CC(C)C(=O)Nc1cccc(NC(=S)NC(=O)c2ccccc2Cl)c1
-12*	-1.8	CC(C(=O)NC1CCCCCC1)N(c1ccccc1)S(C)(=O)=O (stereo not given)
i	0.03	O=C(CS(=O)(=O)c1cccc(C(F)(F)F)c1)Nc1ccccc1Cl
i	-0.31	CCNC(=O)CCSc1nnc(-c2ccco2)o1
i	0.12	COc1cc2c(cc1OC)C(c1ccc(-c3ccc(Cl)cc3Cl)o1)=NCC2
i	0.05	Cc1ccc(NC(=O)CSc2nnc(CN3CCOCC3)n2-c2ccccc2)cc1

Reformatted as labelled records: part of the list above
Cc1cccc(NC(=O)CN(C)S(=O)(=O)c2cccc3nsnc23)c1C
  CHT inh: i
  Kir21 block: 0.08
CC(C)C(=O)Nc1cccc(NC(=S)NC(=O)c2ccccc2Cl)c1
  CHT inh: i
  Kir21 block: -1.1
CC(C(=O)NC1CCCCCC1)N(c1ccccc1)S(C)(=O)=O (stereo not given)
  CHT inh: -12*
  Kir21 block: -1.8
O=C(CS(=O)(=O)c1cccc(C(F)(F)F)c1)Nc1ccccc1Cl
  CHT inh: i
  Kir21 block: 0.03

More entries follow:
CHT inh	Kir21 block	compound
i	0.17	Cn1cccc1CNC(=O)Nc1ccccc1
i	-1.5	COc1ccc(-c2cc(=O)c3cc(C)ccc3[nH]2)cc1
i	-1.7	O=C(O)c1ccc(/C=N/N2CCN(Cc3ccc(Cl)cc3)CC2)cc1
i	-1.4	CC(c1ccon1)N(C)C(=O)CCc1nnc(Cc2ccc(-c3ccccc3)cc2)o1 (stereo not given)
i	1	CCCCCCC(=O)N/N=C/c1ccco1
i	1.4	CC(=O)/C(C#N)=C1\NC(=O)C(Cc2ccc(F)cc2)S1 (stereo not given)
i	0.68	Cc1cn2c(-c3ccncc3)nnc2s1
i	-0.59	CCn1cc(Br)c(C(=O)NC(=S)Nc2ccc(C(=O)OC)cc2)n1
i	0.58	Cc1ccc(NC(=O)c2ccccc2N(C)S(C)(=O)=O)cc1C
i	·	COc1ccc(N2CCN(C(=O)c3cc4c(-c5cccc(OC)c5)nn(C)c4s3)CC2)cc1
i	1	COc1ccc(OC)c(C2C(C(=O)c3ccco3)=C(O)C(=O)N2CCN2CCOCC2)c1 (stereo not given)
i	-0.9	Cc1csc2ncc(C(=O)NCc3ccccn3)c(=O)n12
i	-0.4	CCOc1ccc(NC(=O)c2sccc2-n2cccc2)cc1
i	0.61	COCCCNC(=O)C(C#N)c1nc2ccccc2nc1N1CCCC1 (stereo not given)
i	-0.53	Cc1nc(SC(C)C(=O)Nc2cccc(C(F)(F)F)c2)c2c(C)c(C(=O)O)sc2n1 (stereo not given)
i	0.45	CC(=O)c1cccc(NC(=O)c2ccc([N+](=O)[O-])o2)c1
i	0.61	CCc1ccc(S(=O)(=O)c2cn(C)c3cc(OC)c(OC)cc3c2=O)cc1

Hits appear at their usual frequency; any-hit rate near 1.6%.
